SIAH1 antagonists: blockers of Siah-1 interaction with plectin peptide – biochemical, fluorescence polarization, rhodamine-plectin, uHTS, primary screen (AID 1817). Siah-1 / rhodamine-plectin peptide fluorescence polarization; higher % means a stronger effect. displacement, % at 20 µM, or IC50 in µM where a hit was titrated. actives 0.02% (n = 290,000);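 active means displacement of at least 50% at 20 µM, with a fluorescence ratio check between 0.3 and a set limit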;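 further: plate controls were Siah plus tracer with DMSO for no effect and tracer alone without Siah for full effect; strong numbers were not always called active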
GPR35 arrestin U2OS: GPR35 antagonists blocking zaprinast-driven arrestin recruitment, primary screen, imaging, U2OS, beta-arrestin-GFP, zaprinast agonist (AID 2058). U2OS GPR35 beta-arrestin-GFP translocation imaging, zaprinast antagonism; higher % means a stronger effect. one-dose inhibition, % at 10 µM; IC50 in µM for titrated hits. actives 0.052% (n = 290,000);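 active means inhibition of at least 50% with at least 30 cells and total cytoplasm GFP at most 10,000,000; inconclusive means under 30 cells or total GFP of 10,000,000 plus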
Rac1 GTP hydrolysis: MgcRacGAP GTPase-activating activity inhibitors, confirmation, biochemical, ADP Hunter fluorescence | MgcRacGAP-stimulated Rac1 GTP hydrolysis, ADP Hunter fluorescence; higher % means a stronger effect; GST-tagged Rac1 F28L mutant substrate | one-dose inhibition, % at 30 µM; IC50 in µM for titrated hits | actives 0.6% (n = 340,000) | AID 624330;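 active means first-screen hits whose inhibition reached a set limit at any dose in the follow-up dose series; inconclusive means inhibition above the set first-screen limit but never retested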;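 further: fluorescence reports GDP produced by GAP-driven GTP hydrolysis; strong numbers were not always called active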
LYP phosphatase: inhibitors of LYP phosphatase, biochemical, fluorescence intensity, uHTS (AID 1779). recombinant LYP phosphatase, fluorescence intensity; higher % means a stronger effect. one-dose inhibition, % at 11.5 µM; IC50 in µM for titrated hits. actives 0.054% (n = 290,000); in the data active means inhibition above about 50%;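 further: plate controls were vehicle with enzyme for no effect and no enzyme for full effect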
Myeloid diff 2: compounds promoting myeloid differentiation; ER-HoxA9 myeloid progenitors, lysozyme-GFP differentiation, flow cytometry; calls only at 10 µM; actives 1% (n = 360,000); AID 624256;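 active means normalized GFP-positive differentiation at or above the plate's own cutoff, the solvent-only control mean plus 3 SD; inconclusive means no clear call, values can overlap the other calls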;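 further: cells exposed to compound for four days before flow analysis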
NTR1 ag: agonists of NTR1, primary screen, imaging, U2OS cells, beta-arrestin-GFP, high content (AID 493036). P30989. actives 0.17% (n = 330,000). NTR1-U2OS beta-arrestin-GFP spot imaging, agonist mode. activation, % at 20 µM;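 active means activation at or above 40% of the spot to cytoplasm intensity ratio, with at least 20 cells analyzed; inconclusive means wells under 20 cells, flagged as cytotoxic or low count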;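 further: 0% = DMSO without peptide and 100% = 100 nM NTR1 peptide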
Target sequence (P30989 whole entry, looked up): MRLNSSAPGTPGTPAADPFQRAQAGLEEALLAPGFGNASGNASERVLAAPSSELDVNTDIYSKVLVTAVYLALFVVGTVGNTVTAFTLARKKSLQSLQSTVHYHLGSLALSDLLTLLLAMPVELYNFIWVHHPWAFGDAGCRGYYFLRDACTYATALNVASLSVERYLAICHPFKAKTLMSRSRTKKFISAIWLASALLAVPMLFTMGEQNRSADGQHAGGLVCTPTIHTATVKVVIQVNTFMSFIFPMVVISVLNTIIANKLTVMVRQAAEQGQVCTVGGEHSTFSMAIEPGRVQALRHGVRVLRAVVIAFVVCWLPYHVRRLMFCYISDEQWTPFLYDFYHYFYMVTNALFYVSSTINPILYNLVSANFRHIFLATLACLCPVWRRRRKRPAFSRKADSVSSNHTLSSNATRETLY
Salmonella PhoP GFP: PhoP-dependent GFP reporter repression – Salmonella Typhimurium, primary screen (AID 1863) | S. Typhimurium PhoP-regulated promoter GFP reporter, 4 h; higher % means a stronger effect | one-dose inhibition, % at 50 µM; IC50 in µM for titrated hits | actives 0.16% (n = 300,000);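 active means inhibition over 29.93%, a cutoff 3 SD above the screen mean, later confirmed by dose response; inconclusive means inhibition over 29.93% but no dose response follow-up; inactive means inhibition at most 29.93% or unconfirmed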;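 further: 0% = low Mg2+ inducing control and 100% = high Mg2+ repressing control; strong numbers were not always called active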
GPR55 antagonists: inhibition of LPI-stimulated GPR55 beta-arrestin translocation – imaging, U2OS, beta-arrestin-GFP, LPI agonist, primary screen (AID 2013). inhibition, % at 10 µM, or IC50 in µM where a hit was titrated. U2OS GPR55 beta-arrestin-GFP translocation imaging, LPI antagonism; higher % means a stronger effect. actives 0.13% (n = 290,000);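 active means spots per cell inhibited over 60%, with over 100 cells counted and total cytoplasm intensity under 500,000; inconclusive means wells with under 100 cells, flagged as likely toxic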;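 further: U2OS cells stably carrying GPR55 and arrestin-GFP stimulated by 5 µM LPI near EC80; imaged beta-arrestin-GFP aggregate spots per cell after agonist stimulation; plate controls were LPI-stimulated DMSO wells for no effect and DMSO wells without LPI for full effect; some results filed as inactive read as strong as hits; confirmed hits need IC50 under 10 µM and bright autofluorescent wells are also inconclusive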
HIV peptide binding: inhibitors of HIV fusion peptide binding, primary screen, biochemical, uHTS, fluorescence dequenching (AID 1986); cell-free peptide binding, fluorescence dequenching, 30 min; higher % means a stronger effect; inhibition, % at 20 µM, or IC50 in µM where a hit was titrated; actives 0.3% (n = 290,000); in the data active means inhibition mostly above about 52%, no sharp cut-off; inactive means mostly below about 76%; further: some results filed as inactive read as strong as hits
NTR1 ag cell count 20 µM: recorded beside NTR1 ag, whose call it bears; cell count; measured here: cell count, cytotoxicity flag
Myeloid diff 2 GFP+ MAC1+ %: second read-out of Myeloid diff 2, no call of its own (marks repeat the call); GFP+ MAC1+ double positive, %; measured here: differentiation confirmed by MAC1 staining
Active calls of the source: *; i = inactive; u = inconclusive; x = not tested or not shown; + = active, no number.

SMILES	SIAH1 antagonists	GPR35 arrestin U2OS	Rac1 GTP hydrolysis	LYP phosphatase	Myeloid diff 2	Myeloid diff 2 GFP+ MAC1+ %	NTR1 ag	NTR1 ag cell count 20 µM	Salmonella PhoP GFP	GPR55 antagonists	HIV peptide binding
Cc1ccc(-n2ncc(Br)c(Br)c2=O)cc1	2%	-8%	5%	-4%	u	x	x	x	27%	-8%	-2.0%
S=C(NCCc1ccccn1)Nc1ccc(Cl)c(Cl)c1	4%	14%	4%	-11%	i	0.3	-1.3	40	12%	14%	2.7%
CCn1nccc1C(=O)Nc1ccc(Cl)c(Cl)c1	-5%	-13%	-1%	-8%	i	1.8	-0.6	93	0%	-4%	0.6%
CSc1sccc1/C=N/O	0%	2%	2%	-11%	i	0.2	-0.6	49	-1%	-1%	-1.2%
O=C(Nc1ccccc1Cl)C1CCCN(c2ncnc3c2nc2n3CCCCC2)C1 (centres undefined)	5%	-1%	9%	-7%	i	2.6	2.7	73	-6%	9%	-0.7%
CC(=NC1CCN(Cc2ccccc2)CC1)c1c(O)[nH]c(=O)[nH]c1=O	10%	-2%	10%	-7%	i	0.5	-0.4	95	5%	-2%	1.6%
O=C(Nc1ccc(F)c(F)c1)c1ccc(F)c(S(=O)(=O)N2CCOCC2)c1	4%	1%	x	-7%	x	x	2.1	55	-7%	18%	2.0%
Cc1cccc(N2CCC(N3CCN(C4CCCCC4)C(CCO)C3)CC2)c1C (centres undefined)	3%	2%	4%	-10%	i	0.3	-0.5	75	1%	16%	1.1%
Cc1nc(SC2C=CS(=O)(=O)C2)n[nH]1 (centres undefined)	6%	-4%	10%	-7%	i	6.1	0.3	67	12%	6%	-0.3%
Cc1ccccc1NC(=O)CSc1nc2ccc(Nc3nc(N4CCOCC4)nc(N4CCOCC4)n3)cc2s1	-4%	4%	5%	-7%	i	5.1	5.2	73	x	5%	-2.2%
CC(C)OC(=O)c1cccc(NC(=O)c2ccccc2)c1	8%	-4%	4%	-6%	i	0.2	-0.5	73	2%	-1%	-0.9%
C=CCn1c(O)c2ccc(C(=O)N=NC(=O)COc3ccc(OC)cc3)cc2c1O	3%	-3%	2%	-9%	i	0.0	-0.3	69	-8%	4%	2.2%
COc1ccccc1OCc1cc(C(=O)N(C)CCC2CCCCO2)no1 (centres undefined)	-10%	11%	-4%	-6%	i	0.5	0.2	54	0%	-3%	0.7%
CN1C(=O)CSC1=Nc1ccc(Br)cc1	-3%	-6%	11%	-10%	i	0.3	-0.3	68	6%	8%	-1.3%
COC(=O)c1cnn(-c2cc(Oc3ccccc3)ncn2)c1N	-3%	5%	6%	-4%	i	1.2	4.6	33	-11%	-2%	-0.3%
Nc1ccccc1Sc1nc2ccccc2[nH]1	-9%	-1%	26%	-1%	i	0.4	1.5	42	19%	-1%	-0.1%
Clc1ccc2ncc(-c3nnnn3-c3ccccc3)c(-c3ccccc3)c2c1	-3%	8%	4%	9%	i	0.7	9.6	68	9%	27%	0.7%
COc1cccc(OC)c1C(=O)NCCOc1cc(C)cc(C)c1	6%	-6%	5%	3%	i	0.4	0.2	67	-6%	x	-1.2%
CCC(=O)Nc1cccc(-c2csc(-c3ccccc3)n2)c1	0%	1%	7%	-4%	i	0.2	-0.2	40	-17%	4%	0.7%
O=C(COc1ccccc1Cl)NCCCNC(=O)c1ccncc1	-2%	-4%	5%	-3%	i	1.5	-0.5	60	0%	18%	1.7%
COC(=O)CCC(=O)Nc1c(C)n(C)n(-c2ccccc2)c1=O	2%	12%	3%	-2%	i	0.1	0.9	65	8%	-1%	-0.9%
COc1cccc(C(=O)NC(=S)N2CCN(c3ccc(C(F)(F)F)cc3[N+](=O)[O-])CC2)c1	-2%	2%	8%	6%	i	0.4	2.1	36	6%	10%	-1.8%
CCOc1ccccc1-n1cnc(C#N)c1N	1%	-2%	2%	-5%	i	0.4	-0.8	41	-6%	14%	0.1%
CCOC(=O)C1(Cc2ccccc2C(F)(F)F)CCN(C2CCC2)CC1	1%	0%	-10%	-10%	i	0.1	-0.5	48	1%	54%	-1.0%
O=C(O)/C=C/c1cnc2ccccc2n1	6%	-3%	-7%	-4%	i	1.0	0.5	69	6%	-3%	1.2%
Additional results follow.
SMILES	SIAH1 antagonists	GPR35 arrestin U2OS	Rac1 GTP hydrolysis	LYP phosphatase	Myeloid diff 2	Myeloid diff 2 GFP+ MAC1+ %	NTR1 ag	NTR1 ag cell count 20 µM	Salmonella PhoP GFP	GPR55 antagonists	HIV peptide binding
O=[N+]([O-])c1cccc(C(=Nc2cccc(Cl)c2)NO)c1	0%	17%	12%	7%	i	0.7	-1.0	87	-7%	14%	2.3%
O=C(COC(=O)c1cccnc1)c1ccc(Cl)cc1	-3%	22%	8%	-5%	i	4.4	0.9	83	4%	4%	-1.9%
CCCCCCCCN1[C@@H](CC(=O)O)c2cc(F)ccc2S1(=O)=O	x	x	11%	x	i	1.9	1.8	93	-4%	x	x
Cc1cc(C(=O)Cn2cnc3cc([N+](=O)[O-])ccc3c2=O)c(C)n1CC1CCCO1 (centres undefined)	10%	-6%	3%	5%	i	0.5	-0.6	40	2%	0%	17%
CCc1sc(C(=O)Nc2ccsc2C(=O)OC)cc1Br	-4%	4%	-2%	-1%	i	1.3	0.9	60	x	-6%	3.4%
CC(CCc1ccccc1)NC(=O)c1ccc(NC(=O)c2cccc(Br)c2)cc1 (centres undefined)	39%	-8%	6%	-3%	i	1.2	6.3	57	3%	5%	0.0%
COc1ccccc1CNC(=O)Cn1cc([N+](=O)[O-])ccc1=O	2%	2%	-1%	-1%	i	1.1	-0.7	57	-4%	17%	2.1%
C=CCN(C(=O)c1csnn1)C(C(=O)NCc1ccccc1)c1c(F)cccc1Cl (centres undefined)	11%	0%	8%	-8%	i	0.6	1.1	49	2%	52%	0.4%
Cc1ccccc1NC(=S)NC(=O)/C=C/c1ccco1	1%	-1%	12%	-6%	i	0.2	0.2	81	13%	1%	28%
CCOc1ccc(/C=C/C2=CC(C)(C)NC(=S)N2)cc1	4%	10%	8%	1%	i	0.3	3.2	59	4%	-3%	-1.0%
COc1cc(S(=O)(=O)Nc2ccccc2C)ccc1NC(=O)c1ccncc1	2%	1%	1%	2%	i	0.1	-0.1	48	5%	11%	0.4%
COc1ccc(C)cc1NC(=O)CCCN1C(=O)C2CC=CCC2C1=O (centres undefined)	5%	6%	3%	-12%	i	0.8	-0.5	51	10%	8%	-0.3%
CC(C)C(c1nnnn1Cc1ccc(F)cc1)N1CCSCC1 (centres undefined)	0%	-4%	5%	-2%	i	6.6	0.0	48	-15%	17%	2.0%
COc1ccccc1N1CCN(/N=C/C=C\c2ccco2)CC1	1%	6%	4%	4%	i	0.9	-0.6	56	2%	19%	3.7%
O=S(=O)(/C=C/c1ccccc1)N1CCN(c2nc(-c3cccnc3)nc3ccccc23)CC1	-2%	-9%	x	6%	i	0.2	1.7	36	7%	-6%	3.7%
Cc1ccc(CN2CCCNC2=O)cc1	-4%	10%	5%	-5%	i	6.0	-1.2	60	18%	9%	0.7%
CC(NC(=O)c1ccncc1)c1ccc(Cl)cc1Cl (centres undefined)	5%	-12%	6%	-3%	i	0.3	-0.3	81	-8%	-1%	-2.1%
CCOc1ccc2ccccc2c1C(=O)N1CCN(c2ccccc2)CC1	6%	14%	8%	1%	+	3.9*	2.5	72	1%	-19%	-2.7%
CN(/N=C/c1ccc2c(c1)OCO2)c1nc(N2CCOCC2)nc(N2CCOCC2)n1	8%	3%	-3%	4%	i	0.2	1.4	67	1%	1%	0.1%
COc1ccc(CN2CCN(CC=C(C)C)C(CCO)C2)cc1Cn1cccn1 (centres undefined)	0%	5%	11%	-3%	i	1.0	-1.5	78	-5%	7%	-0.9%
CCC(CC)C(=O)Nc1cccc(C(=O)N2CCCCCC2)c1	5%	0%	3%	4%	i	0.8	1.1	56	1%	-1%	-0.2%
Nc1nc(Cl)cc(NCCc2ccc(O)cc2)n1	-2%	7%	27%	-1%	i	0.5	0.6	78	-1%	5%	-2.1%
Cc1ccc2cccc(OC(=O)c3ccc4c(c3)OCCO4)c2n1	-6%	-2%	5%	-4%	i	1.0	-0.5	74	3%	8%	4.4%
Cc1c(NC(=O)c2ccc(F)cc2)c(=O)n(-c2ccccc2)n1C	-2%	18%	9%	-10%	i	1.0	-1.3	107	-6%	5%	-2.2%
c1ccc(-c2ccc(-c3nc(-c4ccncc4)no3)cc2)cc1	7%	-9%	7%	-8%	i	3.2	0.7	41	-1%	-3%	-1.0%
The list goes on.
SMILES	SIAH1 antagonists	GPR35 arrestin U2OS	Rac1 GTP hydrolysis	LYP phosphatase	Myeloid diff 2	Myeloid diff 2 GFP+ MAC1+ %	NTR1 ag	NTR1 ag cell count 20 µM	Salmonella PhoP GFP	GPR55 antagonists	HIV peptide binding
O=c1[nH]c(O)c(/C=C2\C=Nc3ccccc32)[nH]1	6%	16%	x	-3%	i	1.2	x	x	-7%	6%	-0.6%
Cc1ccc(-c2cc(C(=O)N3CCc4ccccc4C3)[nH]n2)cc1C	1%	-2%	4%	-4%	i	2.3	0.9	71	-10%	4%	-0.2%
CCc1nc(Nc2ccccc2OC)c2oc3ccccc3c2n1	-1%	-4%	12%	-1%	i	0.1	5.4	69	7%	17%	0.0%
CC1CC(C)CN(S(=O)(=O)c2cc3c4c(c2)CCC(=O)N4CCC3)C1 (centres undefined)	x	x	9%	x	i	1.1	0.2	79	3%	x	x
COc1cccc(-n2c(CNc3ccc(F)cc3)nnc2SCC(N)=O)c1	3%	-5%	3%	0%	i	0.6	1.1	58	-1%	5%	-2.4%
Cc1cccc(N(CC(=O)N/N=C/c2ccccc2C(=O)O)S(C)(=O)=O)c1C	0%	1%	-5%	-4%	i	0.1	1.4	72	-2%	1%	-0.1%
Clc1ccc2nc(CN3CCCc4ccccc43)cn2c1	1%	-10%	14%	3%	i	1.5	0.5	44	8%	2%	0.8%
Cc1cccc(NC(=S)N(c2ccccc2)C(C)C)c1C	6%	1%	5%	-12%	i	0.1	2.4	48	-8%	-15%	-0.7%
CS(=O)(=O)c1ccc2nc(NC(=O)C3CCCCC3)sc2c1	-1%	-18%	2%	6%	i	1.5	0.1	51	-7%	-4%	-2.2%
COC(=O)c1cccc(Nc2nc(-c3cccnc3)nc3ccccc23)c1	-6%	2%	6%	-6%	i	0.0	2.2	56	-9%	11%	3.4%

Screening results (PubChem BioAssay)

Outcome played no part in choosing rows. About 2.4% of those tested had a hit in this group.
